# ssDAF-12 act: activators of S. stercoralis DAF-12 nuclear receptor; HEK293 ssDAF-12/GRIP1 lit1-tk-luc reporter, luminescence; % of 3 µM dafachronic acid response; activation, % at 6.8 µM; 1% of 370,000 active;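 active = activation above the mean over all tested compounds plus 3 SD, cut at about 0.9% in these data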;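 note: 0% = DMSO-only wells and 100% = 3 µM delta7-dafachronic acid wells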
# PG9 Ab binder: binds the HIV-1 gp120 antibody PG9; 0.43% of 360,000 active; TR-FRET gp120-PG9 antibody binding; inhibition, % at 6.7 µM; in the data active = inhibition above about 8.5%
# DAX1 inh-1: inhibitors of DAX1 repression of SF-1 activated StAR promoter | AID 652010 | HEK293T StAR-luciferase reporter, SF-1/DAX-1 repression relief | 1.1% of 370,000 active | inhibition, % at 6.8 µM;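 active = inhibition above the mean over all tested compounds plus 3 SD, cut at about 3.6% in these data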;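 note: 0% = DAX-1 cells with DMSO and 100% = cells lacking DAX-1 with DMSO; higher inhibition means more luminescence from relief of DAX-1 repression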
# NR1D1 modulator: modulates human Rev-erb alpha binding to DNA; activity, % at 10 µM; Rev-erbα–FITC-DNA binding, fluorescence polarization, 90 min; 0.79% of 370,000 active;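 active = activity above about 14%, limit read from the data; passing the limit was not always enough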;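 note: 0% = DMSO wells with 35 nM protein and 100% = DMSO wells with 750 nM protein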
# hgDAF12 agonist: activates the H. glycines DAF-12 receptor ligand-binding domain; activation, % at 6.8 µM; AID 687014; HEK293 GAL4-hgDAF12 UAS-luciferase reporter, agonist luminescence; normalized to butyrate control; 1.8% of 370,000 active;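 active = activation above a cutoff set at the mean of all screened compounds plus 3 SD, cut at about 10% in these data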;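 note: 0% = DMSO wells and 100% = sodium butyrate wells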
# hcDAF-12 act: activators of H. contortus DAF-12 nuclear receptor; 1.4% of 370,000 active; activation, % at 6.8 µM; AID 652067; HEK293 hcDAF-12 lit1-tk-luc reporter, luminescence; 0% DMSO, 100% Δ7-dafachronic acid;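 active = activation above the mean of all tested compounds plus 3 SD, cut at about 5.5% in these data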;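 note: 100% = response to 3 µM Δ7-dafachronic acid high control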
# DAX1 inh-2: inhibits human nuclear receptor DAX1 | P51843 | HEK293 Gal4-DAX1 luciferase reporter, luminescence | inhibition, % at 6.75 µM | 0.99% of 340,000 active | AID 504766;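 active = inhibition above the mean over all tested compounds plus 3 SD, cut at about 4.2% in these data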;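 note: 0% = DAX1-transfected cells with DMSO and 100% = empty-vector control cells with DMSO; inhibition shows as a rise in luminescence from relieved DAX1 repression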
# sPLA2-III inh: Blocks human group III sPLA2 activity. inhibition, % at 12.2 µM. 0.56% of 370,000 active. Q9NZ20. QFRET BODIPY PC-A2 liposome hydrolysis, fluorescence;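 active = inhibition above mean plus 3 SD of compounds lying within the high and low control bounds, cut at about 19% in these data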;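 note: 0% = median of test compound wells and 100% = no enzyme DMSO wells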
# GAA850 FXN act: increases GAA850 frataxin promoter reporter activity; HEK293 lucGAA850 FXN promoter luciferase reporter, 24 h; percent of 10 µM SAHA response; activation, % at 6 µM; 0.56% of 360,000 active; AID 540364;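 active = activation above the average of all compounds screened plus 3 SD, cutoff fixed separately per campaign, cut at about 7.5% in these data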;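 note: 0% = DMSO wells and 100% = 10 µM SAHA wells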
# SMARCA2 act: SMARCA2 function activation, primary screen. AID 652017. MG213 cells, MMTV-luciferase reporter, dexamethasone, overnight. 1% of 370,000 active. activation, % at 9.1 µM; in the data active = activation above about 7.8%;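 note: 0% = vehicle wells and 100% = reference activator wells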
# PLCb3 inh: inhibitors of human phospholipase C beta3; Q01970; Purified PLC-beta3, fluorogenic substrate, fluorescence; inhibition, % at 12.2 µM; 0.18% of 370,000 active; in the data active = inhibition above about 11%;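 note: 0% = median of compound wells on plate and 100% = full blocker control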
# Target sequence (Q01970 whole entry, looked up): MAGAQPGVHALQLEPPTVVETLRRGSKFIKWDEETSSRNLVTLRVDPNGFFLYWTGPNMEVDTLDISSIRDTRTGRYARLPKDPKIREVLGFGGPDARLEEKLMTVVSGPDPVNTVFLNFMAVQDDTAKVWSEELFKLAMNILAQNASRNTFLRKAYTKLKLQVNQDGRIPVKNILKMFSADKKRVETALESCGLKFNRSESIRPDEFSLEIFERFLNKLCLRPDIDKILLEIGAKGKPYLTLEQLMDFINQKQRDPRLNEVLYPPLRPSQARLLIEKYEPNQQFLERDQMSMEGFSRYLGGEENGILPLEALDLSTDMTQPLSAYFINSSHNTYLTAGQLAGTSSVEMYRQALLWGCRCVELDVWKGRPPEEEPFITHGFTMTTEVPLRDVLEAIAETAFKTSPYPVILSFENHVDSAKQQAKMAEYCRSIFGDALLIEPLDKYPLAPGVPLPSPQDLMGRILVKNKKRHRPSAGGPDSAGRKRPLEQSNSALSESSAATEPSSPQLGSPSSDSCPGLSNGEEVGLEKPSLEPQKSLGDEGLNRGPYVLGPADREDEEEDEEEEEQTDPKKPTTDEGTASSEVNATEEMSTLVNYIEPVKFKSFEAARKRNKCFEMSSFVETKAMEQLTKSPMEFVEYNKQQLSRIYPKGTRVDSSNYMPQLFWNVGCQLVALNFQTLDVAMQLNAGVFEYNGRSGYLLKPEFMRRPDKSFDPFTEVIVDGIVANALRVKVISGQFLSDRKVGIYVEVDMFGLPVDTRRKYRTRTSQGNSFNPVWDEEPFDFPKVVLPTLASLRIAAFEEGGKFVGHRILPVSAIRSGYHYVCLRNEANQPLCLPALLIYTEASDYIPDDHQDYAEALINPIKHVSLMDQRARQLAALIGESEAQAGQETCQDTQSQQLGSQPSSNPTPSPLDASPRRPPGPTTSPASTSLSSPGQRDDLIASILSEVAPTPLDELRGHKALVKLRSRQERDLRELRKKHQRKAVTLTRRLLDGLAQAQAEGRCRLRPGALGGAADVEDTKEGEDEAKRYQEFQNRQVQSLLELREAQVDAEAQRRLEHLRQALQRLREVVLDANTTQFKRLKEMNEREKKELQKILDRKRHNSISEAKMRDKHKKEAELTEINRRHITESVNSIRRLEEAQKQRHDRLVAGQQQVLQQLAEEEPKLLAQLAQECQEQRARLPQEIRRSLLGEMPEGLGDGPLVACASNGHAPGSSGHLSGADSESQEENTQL
# Active calls of the source: *; / = not tested or not shown.
SMILES,ssDAF-12 act,PG9 Ab binder,DAX1 inh-1,NR1D1 modulator,hgDAF12 agonist,hcDAF-12 act,DAX1 inh-2,sPLA2-III inh,GAA850 FXN act,SMARCA2 act,PLCb3 inh
CCCCNc1nc(N(C)c2ccccc2)nc(-n2ccnc2)n1,-1.4,-0.9,-1.7,6,-6.6,-3.6,-0.2,-2,3.6,-5,2
O=C(NC1CCCc2ccccc21)c1ccccc1OC(F)F (centres undefined),-0.7,-2.1,0.0,3,-0.7,-1.3,-0.5,3,0.1,-4,-1
NC(=O)c1ccc(NC(=O)CCCc2nc(-c3ccccc3Cl)no2)cc1,-1.2,-1.6,0.5,6,-2.0,-0.1,0.2,-3,-0.7,-2,5
CCCCOc1ccccc1C(=O)N(Cc1ccc(C)o1)C1CCS(=O)(=O)C1 (centres undefined),-0.9,0.8,-1.5,5,-0.8,-1.3,-0.1,-8,3.4,-1,-2
COc1ccccc1NC(=O)CSc1nnc(Cc2cccn2C)n1-c1ccc(F)cc1,-0.7,0.5,-0.4,1,-0.2,-2.2,1.9,-33,-1.7,-2,-1
CCOc1ccc(NC(=O)C(=O)NCc2ccncc2)cc1,-0.6,0.8,0.4,-1,1.9,0.2,1.6,-4,0.0,2,2
Cc1ccc(S(=O)(=O)NCC(=O)N2CCCC2C(=O)O)cc1 (centres undefined),-0.7,-3.8,0.1,-1,0.1,-0.2,0.6,-2,0.9,1,-5
CC12CCC(C(=O)N3CCc4ccccc43)(CC1=O)C2(C)C (centres undefined),-1.0,-1.2,0.5,1,2.3,3.2,0.2,2,-0.2,1,-2
COc1ccc(-c2cc(=O)c3c(O)cc(O)cc3o2)cc1,-0.6,-0.2,4.1*,-3,13*,0.3,1.1,-7,0.2,7.9*,-1
COc1ccc(-c2cc(C(=O)NN=Cc3ccc(-c4ccccc4)cc3)[nH]n2)cc1,-1.9,/,-1.2,-10,2.4,-1.1,/,0,/,0,1
CC(=O)Nc1cccc(N=NN2CCOCC2)c1,-0.7,-0.9,0.3,-1,1.1,-1.8,/,1,1.6,3,2
CCc1nc2ccc(C(=O)N3CCN(c4ccccc4F)CC3)cc2nc1CC,-0.9,-0.3,0.1,-7,0.2,-0.8,1.9,-4,-0.9,-1,-6
COc1cccc(/C=C(/C(=O)OCC(=O)NCC2CCCO2)c2ccccc2)c1 (centres undefined),-1.3,-0.6,-1.2,5,-3.0,-2.7,-1.8,-1,0.2,-4,-3
O=C1CCC(c2ccccc2)(c2ccccc2)CC1,-0.9,0.2,0.0,2,-2.3,-1.7,0.9,0,2.3,-1,1
O=C(Oc1ccccc1)c1cccc2cccc(C(=O)Oc3ccccc3)c12,-0.6,-2.1,-0.3,3,0.0,-1.9,/,-10,/,-1,-5
O=C(N/N=C/c1cc([N+](=O)[O-])c(N2CCOCC2)cc1N1CCOCC1)c1cccnc1,-1.5,-4.6,0.2,6,1.4,-1.3,-0.4,0,2.2,1,1
Cc1ccccc1-c1nc(CS(=O)CC(=O)NCc2ccc3c(c2)OCO3)c(C)o1 (centres undefined),-0.7,0.3,-0.4,1,0.6,-1.4,-0.2,-6,0.1,-3,-9
COc1cccc(-n2c(=S)[nH]c3c(oc4ccccc43)c2=O)c1,-0.1,2.9,1.1,2,0.2,5.9*,0.1,14,2.9,1,-11
Cc1ccccc1C(=O)NC1CCN(CC(=O)Nc2ccc(N(C)C)cc2)CC1,0.8,-4.6,-1.1,0,1.9,0.3,-0.3,7,-1.4,-2,-11
O=C(Nc1cccc(F)c1)Nc1ccc2c(c1)C(=O)OC2,-1.3,0.0,0.5,5,1.6,-1.2,3.6,-3,1.7,2,-9

# Not a retest: 5 of the compounds above.
SMILES,ssDAF-12 act,PG9 Ab binder,DAX1 inh-1,NR1D1 modulator,hgDAF12 agonist,hcDAF-12 act,DAX1 inh-2,sPLA2-III inh,GAA850 FXN act,SMARCA2 act,PLCb3 inh
O=C(N/N=C/c1cc([N+](=O)[O-])c(N2CCOCC2)cc1N1CCOCC1)c1cccnc1,-1.5,-4.6,0.2,6,1.4,-1.3,-0.4,0,2.2,1,1
Cc1ccccc1-c1nc(CS(=O)CC(=O)NCc2ccc3c(c2)OCO3)c(C)o1 (centres undefined),-0.7,0.3,-0.4,1,0.6,-1.4,-0.2,-6,0.1,-3,-9
COc1cccc(-n2c(=S)[nH]c3c(oc4ccccc43)c2=O)c1,-0.1,2.9,1.1,2,0.2,5.9*,0.1,14,2.9,1,-11
Cc1ccccc1C(=O)NC1CCN(CC(=O)Nc2ccc(N(C)C)cc2)CC1,0.8,-4.6,-1.1,0,1.9,0.3,-0.3,7,-1.4,-2,-11
O=C(Nc1cccc(F)c1)Nc1ccc2c(c1)C(=O)OC2,-1.3,0.0,0.5,5,1.6,-1.2,3.6,-3,1.7,2,-9

# Following part.
SMILES,ssDAF-12 act,PG9 Ab binder,DAX1 inh-1,NR1D1 modulator,hgDAF12 agonist,hcDAF-12 act,DAX1 inh-2,sPLA2-III inh,GAA850 FXN act,SMARCA2 act,PLCb3 inh
COc1ccc(C2=NN(C(=O)CN3CCOCC3)C(c3nc4ccccc4[nH]3)C2)cc1 (centres undefined),-0.4,-3.5,2.0,-1,9.7,3.7,0.6,-3,6.1,11*,-1
CN(C)C(=O)CSc1ncccc1-c1nc2ccccc2[nH]1,-1.2,-1.3,0.4,-2,-2.0,-1.0,-0.1,4,-0.2,0,-18
Cn1c(CNC(=O)c2ccco2)nnc1SCC(=O)Nc1cccc(Br)c1,-1.1,0.7,-0.4,5,-2.1,-0.6,-1.0,8,2.3,-3,-5
CNC(=S)N/N=C(\C)c1ccc2c(c1)OCO2,-1.3,0.6,-0.9,0,3.0,-2.1,1.8,7,-0.4,3,-6

# Some values from the results shown:
# Reading of CCc1nc2ccc(C(=O)N3CCN(c4ccccc4F)CC3)cc2nc1CC under SMARCA2 act: -1
# Reading of COc1cccc(/C=C(/C(=O)OCC(=O)NCC2CCCO2)c2ccccc2)c1 (centres undefined) under ssDAF-12 act: -1.3
# Reading of CCCCNc1nc(N(C)c2ccccc2)nc(-n2ccnc2)n1 under hcDAF-12 act: -3.6
# Reading of COc1ccc(-c2cc(C(=O)NN=Cc3ccc(-c4ccccc4)cc3)[nH]n2)cc1 under NR1D1 modulator: -10
# Reading of O=C(Nc1cccc(F)c1)Nc1ccc2c(c1)C(=O)OC2 under ssDAF-12 act: -1.3
# Reading of COc1ccc(-c2cc(=O)c3c(O)cc(O)cc3o2)cc1 under PG9 Ab binder: -0.2
